PrPC TRFRET = reduces human prion protein on the cell surface; P04156; cell surface PrPC, TR-FRET read-out; inhibition, % at 13.8 µM; 370,000 compounds, 0.43% hits; AID 720596; in the data active means inhibition above about 24%; further: 0% = median of the test wells and 100% = reference compound wells
TcdB GH inh = blocks C. difficile toxin B glycohydrolase activity | AID 652162 | inhibition, % at 9.99 µM | P18177 | 350,000 compounds, 0.24% hits | TcdB glycohydrolase enzymatic assay, plate reader; in the data active means inhibition above about 10%
Target sequence (P18177 whole entry, looked up): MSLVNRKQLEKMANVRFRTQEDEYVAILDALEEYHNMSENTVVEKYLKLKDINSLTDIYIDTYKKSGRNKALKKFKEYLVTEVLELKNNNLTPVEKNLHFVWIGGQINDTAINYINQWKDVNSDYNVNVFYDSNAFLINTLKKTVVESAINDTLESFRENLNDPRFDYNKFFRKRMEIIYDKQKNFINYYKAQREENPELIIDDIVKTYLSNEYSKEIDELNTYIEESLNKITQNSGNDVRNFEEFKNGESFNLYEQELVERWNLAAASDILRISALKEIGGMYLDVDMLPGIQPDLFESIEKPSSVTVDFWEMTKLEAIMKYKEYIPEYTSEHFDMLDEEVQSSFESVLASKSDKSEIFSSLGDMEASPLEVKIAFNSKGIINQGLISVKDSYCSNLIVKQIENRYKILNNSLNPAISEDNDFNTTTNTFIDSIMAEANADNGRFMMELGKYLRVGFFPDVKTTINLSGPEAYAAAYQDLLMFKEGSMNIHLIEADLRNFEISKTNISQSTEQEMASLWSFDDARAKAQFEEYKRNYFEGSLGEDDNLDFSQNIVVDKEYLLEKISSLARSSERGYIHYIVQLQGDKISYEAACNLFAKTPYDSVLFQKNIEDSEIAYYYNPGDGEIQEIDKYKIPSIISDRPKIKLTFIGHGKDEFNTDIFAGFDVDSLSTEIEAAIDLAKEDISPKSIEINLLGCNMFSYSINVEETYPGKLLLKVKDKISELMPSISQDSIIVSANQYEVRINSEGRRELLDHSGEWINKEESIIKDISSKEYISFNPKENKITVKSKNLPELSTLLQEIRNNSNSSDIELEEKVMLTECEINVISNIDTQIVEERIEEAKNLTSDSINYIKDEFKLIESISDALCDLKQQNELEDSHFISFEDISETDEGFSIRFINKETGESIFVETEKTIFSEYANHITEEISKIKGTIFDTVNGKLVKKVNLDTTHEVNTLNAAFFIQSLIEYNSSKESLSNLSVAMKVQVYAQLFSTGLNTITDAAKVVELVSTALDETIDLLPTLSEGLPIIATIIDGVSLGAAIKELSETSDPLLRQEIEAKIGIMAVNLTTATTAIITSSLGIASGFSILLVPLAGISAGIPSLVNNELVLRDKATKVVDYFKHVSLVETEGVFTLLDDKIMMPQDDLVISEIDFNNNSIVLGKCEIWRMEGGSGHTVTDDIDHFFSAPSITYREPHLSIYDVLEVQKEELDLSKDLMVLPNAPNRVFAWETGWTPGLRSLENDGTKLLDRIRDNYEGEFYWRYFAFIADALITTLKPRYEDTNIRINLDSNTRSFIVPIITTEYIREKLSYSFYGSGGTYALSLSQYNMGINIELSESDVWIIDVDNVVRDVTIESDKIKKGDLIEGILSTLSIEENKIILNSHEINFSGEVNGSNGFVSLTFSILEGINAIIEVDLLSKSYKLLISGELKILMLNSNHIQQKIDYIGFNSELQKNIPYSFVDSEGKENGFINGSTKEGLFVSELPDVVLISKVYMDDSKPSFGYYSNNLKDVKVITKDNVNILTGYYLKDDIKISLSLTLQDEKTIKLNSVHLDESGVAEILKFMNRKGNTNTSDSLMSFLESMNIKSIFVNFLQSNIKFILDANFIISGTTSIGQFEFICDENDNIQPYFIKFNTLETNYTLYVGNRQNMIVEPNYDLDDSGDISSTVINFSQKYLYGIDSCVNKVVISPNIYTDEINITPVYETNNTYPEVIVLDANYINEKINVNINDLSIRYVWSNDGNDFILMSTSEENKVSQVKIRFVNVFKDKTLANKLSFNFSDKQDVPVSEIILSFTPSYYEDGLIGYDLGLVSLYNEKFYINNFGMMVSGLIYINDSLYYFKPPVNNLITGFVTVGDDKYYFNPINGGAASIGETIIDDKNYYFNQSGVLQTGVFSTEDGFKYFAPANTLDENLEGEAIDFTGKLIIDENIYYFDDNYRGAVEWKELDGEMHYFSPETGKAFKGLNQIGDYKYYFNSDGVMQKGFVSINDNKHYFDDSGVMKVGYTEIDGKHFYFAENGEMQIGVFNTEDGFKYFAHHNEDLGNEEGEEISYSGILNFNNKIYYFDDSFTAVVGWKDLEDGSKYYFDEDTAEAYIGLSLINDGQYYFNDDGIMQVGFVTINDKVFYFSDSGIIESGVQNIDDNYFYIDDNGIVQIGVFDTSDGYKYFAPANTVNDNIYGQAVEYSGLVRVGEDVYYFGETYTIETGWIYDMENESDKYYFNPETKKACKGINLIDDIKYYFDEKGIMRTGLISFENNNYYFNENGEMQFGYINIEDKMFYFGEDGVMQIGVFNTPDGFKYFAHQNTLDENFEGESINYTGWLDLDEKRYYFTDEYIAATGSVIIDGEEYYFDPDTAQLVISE
Vc quorum ag = induces V. cholerae light production without autoinducers; V. cholerae BH1578 lux reporter, luminescence, 6 h; activation, % at 18.7 µM; 350,000 compounds, 0.16% hits; AID 588436; in the data active means activation mostly above about 9.7%, no sharp cut-off; further: not every result past the cut was called active; inactives centre near 0; reference of the scale not given here
DUSP3 inh = inhibitors of human VHR1 phosphatase (DUSP3) | P51452 | 290,000 compounds, 0.52% hits | inhibition, % at 13.3 µM | recombinant VHR phosphatase, pNPP absorbance | AID 1654; in the data active means inhibition above about 50%; further: some compounds called inactive have numbers as strong as hits
MazEF act = activators of E. coli MazEF toxin-antitoxin RNase; activation, % at 20 µM; 350,000 compounds, 0.32% hits; FAM/BHQ RNA-DNA oligo cleavage fluorescence, 5 h; AID 504720; P0AE70; in the data active means activation above about 50%
Yp Topo-I inh = inhibitors of Yersinia pestis topoisomerase I. Y. pestis Topo-I cleavage product accumulation, plate reader. activity, % at 10 µM. 360,000 compounds, 0.064% hits. AID 504884; in the data active means activity above about 50%, passing the limit was not always enough; further: inactives centre near 2
Rv3671c inh = inhibitors of M. tuberculosis serine protease Rv3671c; P9WHR9; inhibition, % at 5.96 µM; 320,000 compounds, 0.048% hits; AID 2606; in the data active means inhibition above about 38%;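 further: extracellular domain of Rv3671c used as enzyme; 0% = enzyme with DMSO and 100% = no enzyme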
3CLpro inhibitor = SARS-CoV 3CLpro protease inhibition; P0C6X7; recombinant SARS-CoV 3CLpro, quenched FRET peptide cleavage; inhibition, % at 6 µM; 290,000 compounds, 0.14% hits; AID 1706; in the data active means inhibition above about 12%
PriA SSB inh = inhibitors of Klebsiella pneumoniae PriA binding to SSB C-terminal tail; AlphaScreen SSBct-PriA binding, biotinylated peptide; 430,000 compounds, 0.6% hits; AID 1272365; inhibition, % at 33 µM; in the data active means inhibition mostly above about 37%, no sharp cut-off; inactive means mostly below about 20%;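 further: plate controls were negative control peptide for no effect and reference peptide for full effect; strong numbers were not always called active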
CCHF vOTU inh = blocks the CCHF virus ovarian tumor domain protease; CCHFV vOTU protease, Pep-AMC fluorescence; inhibition, % at 11.5 µM; 370,000 compounds, 0.55% hits; in the data active means inhibition above about 30%; further: 0% = vehicle wells with enzyme and 100% = no enzyme wells
Numbers without * were called inactive; i = inactive; x = not tested or not shown; & = joins results of further samples.

SMILES | PrPC TRFRET | TcdB GH inh | Vc quorum ag | DUSP3 inh | MazEF act | Yp Topo-I inh | Rv3671c inh | 3CLpro inhibitor | PriA SSB inh | CCHF vOTU inh
COC(=O)c1cc(-c2c(-c3ccc4c(c3)OCO4)noc2-c2ccsc2)cc([N+](=O)[O-])c1 | 0 | 1.0 | i | 32 | -5 | -4 | -2 | -6 | -6 | 11
CCCN(CC(=O)Nc1cc(C)on1)CC(=O)Nc1ccccc1C | -3 | 0.6 | i | x | 7 | -7 | -1 | x | 9 | -4
CC(C)(C)c1ccc(-n2ncc3c2CCCC3NC(=O)c2csnn2)cc1 (stereo not given) | 7 | 1.1 | -0.1 | 2 | 3 | 5 | -12 | 7 | -2 | -6
Cc1noc(/C=C/N(C)C)c1S(=O)(=O)N1CCC(C(=O)NC(C)(C)C)CC1 | -8 | 1.2 | i | -22 | 16 | 8 | 3 | -1 | -2 | 23
Cc1ccc(/C=C/C(=O)OCC(=O)NCCc2ccc(S(N)(=O)=O)cc2)o1 | -3 | 0.7 | 26* | x | 5 | 4 | 1 | x | 0 | 5
C[C@@H]1C[C@H]2[C@@H]3CCC4=CC(=O)C=C[C@]4(C)[C@@]3(F)[C@@H](O)C[C@]2(C)[C@@]1(O)C(=O)COP(=O)(O)O | 3 | -0.1 | i | 9 | 5 | -2 | 2 | -9 | -6 | -3
CC(C)CS(=O)(=O)C1=NN2C(=N)/C(=C\c3ccc(OC(=O)c4ccco4)cc3)C(=O)N=C2S1 | -3 | 0.5 | i | 1 | -8 | 9 | -10 | 9 | -7 | 37*
O=C(CNC(=O)c1ccccc1)OCc1nc2ccccc2s1 | 9 | 1.1 | i | 14 | -8 | 4 | 1 | 1 | -8 | 6
CC(C)[C@H](NC(N)=O)C(=O)Nc1ccc(F)c(Cl)c1 | 1 | 1.0 | -0.2 | 16 | -4 | -6 | 7 | -2 | -6 | 10
CCOc1ccc(NC(=O)CN2CCN(CC(=O)Nc3ccc(Cl)c(C(F)(F)F)c3)CC2)cc1 | -1 | 0.3 | i | 16 | 1 | -1 | -2 | 2 | 2 | 11
Cc1nc(N(C)C2CCCCC2)c2nnn(Cc3ccc(F)cc3)c2n1 | 4 | 0.3 | -0.3 | x | 3 | 18 | x | x | x | 8
CC(C)(C)NC(=O)NC(=O)CN1CCc2ccccc21 | -2 | -0.5 | -0.3 | -37 | -2 | 5 | 10 | 1 | 18 | -5
CCCCCN(C(=O)COC(=O)COc1c(C)cc(C)cc1C)c1c(N)n(CCCC)c(=O)[nH]c1=O | 4 | 0.8 | 0.6 | x | -4 | 6 | 5 | x | 2 | 1
Cc1nc(CS(=O)(=O)c2ccccc2)cc(N2CCN(c3ccccc3F)CC2)n1 | 5 | -0.2 | -1.0 | 14 | 4 | 18 | 6 | 5 | -19 | -15
COc1ccc(F)cc1S(=O)(=O)NCC(c1ccc2c(c1)OCO2)N1CCN(C)CC1 (stereo not given) | -2 | 0.8 | -0.4 | x | 5 | -5 | -3 | x | -16 | 20

Two entries from above, as tab-separated lines:
structure	PrPC TRFRET	TcdB GH inh	Vc quorum ag	DUSP3 inh	MazEF act	Yp Topo-I inh	Rv3671c inh	3CLpro inhibitor	PriA SSB inh	CCHF vOTU inh
CCCN(CC(=O)Nc1cc(C)on1)CC(=O)Nc1ccccc1C	-3	0.6	i	x	7	-7	-1	x	9	-4
CC(C)(C)c1ccc(-n2ncc3c2CCCC3NC(=O)c2csnn2)cc1 (stereo not given)	7	1.1	-0.1	2	3	5	-12	7	-2	-6

Next records follow:
SMILES | PrPC TRFRET | TcdB GH inh | Vc quorum ag | DUSP3 inh | MazEF act | Yp Topo-I inh | Rv3671c inh | 3CLpro inhibitor | PriA SSB inh | CCHF vOTU inh
CCOc1ccc(-n2cc(C(=O)NCCOC)c3cc(OC)c(OC)cc3c2=O)cc1 | 5 | 2.2 | -0.6 | -5 | 6 | 1 | -9 | -2 | 2 | 10
COC(/C=C/Nc1ccc(OC)cc1)=C(C#N)C#N | -9 | 0.2 | i | 24 | -7 | -9 | 8 | -2 | 10 | 16
COc1ccc(-c2nn3c(C4CCCCC4)nnc3s2)cc1OC | 10 | x | -5.6 | 15 | 9 | 6 | -18 | 3 | -13 | 5
CCCc1noc(-c2cccc([N+](=O)[O-])c2)n1 | 1 | 0.4 | -3.2 | -11 | -1 | -4 | 4 | -4 | 4 | -10
O=C1NC2(CCCCCC2)C(=O)N1Cc1ccccc1 | -3 | -0.2 | -0.6 | x | -1 | -3 | 5 | 2 | -9 | -6
COc1ccc(CC(=O)NNC(=O)CSc2nnc(Cc3ccc(OC)cc3)n2-c2ccccc2)cc1 | -3 | 0.4 | i | 4 | 2 | 18 | -5 | 0 | 8 | 11
O=C(CSCc1ccccc1)Nc1cccc(C(=O)Nc2ccc(C(=O)O)cc2)c1 | 5 | x | i | 21 | 6 | 2 | -20 | 4 | -6 | 8
Cc1csc(=O)n1CCC(=O)OCC(=O)Nc1cc([N+](=O)[O-])ccc1Cl | -13 | 1.1 | -0.7 | x | -4 | 1 | 7 | x | -2 | 2
Cc1cccc(OCc2nnc(SCC(=O)Nc3cccc(C(=O)N4CCOCC4)c3)n2C)c1 | 7 | 1.3 | 0.3 | -14 | 8 | 27 | -1 | 2 | -4 | 11
O=C(NC1CCCCC1)c1ccc2ccccc2c1 | 8 | -0.9 | -1.4 | x | -5 | 2 | x | x | x | -1
CCC(=NCCc1c(C)[nH]c2ccc(OC(F)(F)F)cc12)C1=C(O)CC(c2ccccc2)CC1=O (stereo not given) | 1 | -0.4 | -0.1 | 20 | 1 | 4 | -6 | 2 | 9 | 0
O=c1c2c(-c3cccs3)csc2ncn1-c1ccc(Br)cc1 | -2 | x | i | 19 | -9 | 14 | -6 | -1 | -9 | 4
CC1(C)OC(=O)C(=NNc2ccccc2C(=O)O)C(=O)O1 | -13 | 0.7 | -0.3 | 16 | 0 | -14 | 7 | 0 | -1 | 10
CCN(CC)S(=O)(=O)c1cc(NC(=O)c2n[nH]c(=O)c3ccccc23)ccc1C | -1 | 0.3 | i | 22 | -6 | 13 | -14 | 1 | 6 | 2
Cc1cc(=O)c(C(=O)O)nn1-c1ccccc1Cl | -4 | 1.2 | -0.1 | 1 | 0 | -3 | 4 | 2 | -17 | 13
O=S1CC/C(=N\O)c2ccccc21 (stereo not given) | -6 | x | -0.7 | -9 | 5 | -5 | 0 | 5 | x | -4
CN(C)S(=O)(=O)c1ccc(C(=O)Nc2ccc(Cl)cc2)cc1 | 5 | 0.5 | -0.4 | 25 | 2 | -12 | -13 | 2 | -13 | 8
CC(C)(C)N(CC#CCC1(O)c2ccccc2-c2ccccc21)CCO | 4 | 0.7 | -1.4 | 20 | 1 | 10 | -8 | 6 | -6 | -1
Cc1cccc(C)c1NC(=O)COC(=O)c1cccc2c1C(=O)c1ccccc1C2=O | -4 | 0.8 | -0.2 | 13 | 14 | -3 | 6 | 0 | -5 | -7
CCCCN(Cc1ccccc1)C1CCN(Cc2ccccc2)CC1 | 16 | 1.4 | -0.4 | 6 | -3 | 10 | 2 | -2 | 1 | -11
C[N+]12CCC(CC1)C(C(O)(c1cccc(Cl)c1)c1cccc(Cl)c1)C2 (stereo not given) | -5 | 0.8 | -1.1 | 17 | -2 | -18 | -11 | -2 | -8 | 2
COc1ccc(/C=C/C(=O)Nc2cccnc2Cl)cc1 | -2 | -0.6 | 0.5 | 26 | -2 | 6 | 9 | 3 | 0 | 9
Cc1ccc(S(=O)(=O)N2CCOC23CCN(C(=O)c2cc(Cl)ccc2Cl)CC3)cc1 | 5 | -0.1 | 0.4 | -13 | -16 | 21 | 3 | 2 | 10&-19 | 11
O=C1C(Nc2ccc(O)cc2)=C/C(=N/S(=O)(=O)c2cccs2)c2ccccc21 | 46* | 2.7 | -0.4 | 30 | 31 | -15 | x | 7 | x | 108*
CC(=O)C[C@@H](O)CC(=O)[C@@H]1OC(=O)CCCCCCCc2ccccc21 | 6 | 0.4 | -0.9 | x | -1 | 12 | 6 | x | -2 | -4
CC(=O)Nc1ccc(-c2csc(NC(=O)CCCc3cccs3)n2)cc1 | 7 | 0.6 | i | 8 | -10 | -9 | -8 | 1 | 3 | 8
c1ccc(COc2ccc(CNCc3cccnc3)cc2)cc1 | 5 | -0.6 | -0.2 | 30 | 7 | 5 | -4 | 1 | 10 | 0
CC(C)Cc1ccc(-c2cc3nc(NCC4CC4)ccn3n2)cc1 | 19 | -0.7 | -0.5 | x | x | 10 | x | x | x | 10
CCCC(=O)NC(=S)Nc1ccccc1C(F)(F)F | 1 | x | -0.3 | 28 | 2 | 3 | -15 | -1 | -7 | -8

Compounds above that have fluorine:
SMILES | PrPC TRFRET | TcdB GH inh | Vc quorum ag | DUSP3 inh | MazEF act | Yp Topo-I inh | Rv3671c inh | 3CLpro inhibitor | PriA SSB inh | CCHF vOTU inh
C[C@@H]1C[C@H]2[C@@H]3CCC4=CC(=O)C=C[C@]4(C)[C@@]3(F)[C@@H](O)C[C@]2(C)[C@@]1(O)C(=O)COP(=O)(O)O | 3 | -0.1 | i | 9 | 5 | -2 | 2 | -9 | -6 | -3
CC(C)[C@H](NC(N)=O)C(=O)Nc1ccc(F)c(Cl)c1 | 1 | 1.0 | -0.2 | 16 | -4 | -6 | 7 | -2 | -6 | 10
CCOc1ccc(NC(=O)CN2CCN(CC(=O)Nc3ccc(Cl)c(C(F)(F)F)c3)CC2)cc1 | -1 | 0.3 | i | 16 | 1 | -1 | -2 | 2 | 2 | 11
Cc1nc(N(C)C2CCCCC2)c2nnn(Cc3ccc(F)cc3)c2n1 | 4 | 0.3 | -0.3 | x | 3 | 18 | x | x | x | 8
Cc1nc(CS(=O)(=O)c2ccccc2)cc(N2CCN(c3ccccc3F)CC2)n1 | 5 | -0.2 | -1.0 | 14 | 4 | 18 | 6 | 5 | -19 | -15
COc1ccc(F)cc1S(=O)(=O)NCC(c1ccc2c(c1)OCO2)N1CCN(C)CC1 (stereo not given) | -2 | 0.8 | -0.4 | x | 5 | -5 | -3 | x | -16 | 20
CCC(=NCCc1c(C)[nH]c2ccc(OC(F)(F)F)cc12)C1=C(O)CC(c2ccccc2)CC1=O (stereo not given) | 1 | -0.4 | -0.1 | 20 | 1 | 4 | -6 | 2 | 9 | 0
CCCC(=O)NC(=S)Nc1ccccc1C(F)(F)F | 1 | x | -0.3 | 28 | 2 | 3 | -15 | -1 | -7 | -8

These rows are one share of the data; rates above refer to the full screens.
